From PubChem
FBPA coupling cs = counter-screen for Giardia aldolase inhibitors: coupling enzyme system; coupling enzyme system counterscreen, AmpLite Red fluorescence; activity change, negative = inhibition, % at 58.2 µM, hits read low; 0.67% of 290,000 active; AID 2472; in the data active = activity change below about -30%
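Final compound at 57.5 uM, incubated 10 min at RT with coupling enzyme reagent (glyceraldehyde-3-phosphate), then 20 min with substrate and AmpLite Red detection. Fluorescence read at 525/598 nm; tests interference with the coupling assay, not aldolase inhibition.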
KCNH2 WT inh = blocks the wildtype human KCNH2 potassium channel. Q12809. U2OS, BacMam KCNH2, thallium flux FluxOr; stronger effect = lower value. activity change, % at 1.84 µM. 0.37% of 340,000 active. AID 720551;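 active = maximum activity change below -70%; inconclusive = maximum activity change between -70% and -50%; inactive = maximum activity change above -50%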
Target sequence (Q12809 whole entry, looked up): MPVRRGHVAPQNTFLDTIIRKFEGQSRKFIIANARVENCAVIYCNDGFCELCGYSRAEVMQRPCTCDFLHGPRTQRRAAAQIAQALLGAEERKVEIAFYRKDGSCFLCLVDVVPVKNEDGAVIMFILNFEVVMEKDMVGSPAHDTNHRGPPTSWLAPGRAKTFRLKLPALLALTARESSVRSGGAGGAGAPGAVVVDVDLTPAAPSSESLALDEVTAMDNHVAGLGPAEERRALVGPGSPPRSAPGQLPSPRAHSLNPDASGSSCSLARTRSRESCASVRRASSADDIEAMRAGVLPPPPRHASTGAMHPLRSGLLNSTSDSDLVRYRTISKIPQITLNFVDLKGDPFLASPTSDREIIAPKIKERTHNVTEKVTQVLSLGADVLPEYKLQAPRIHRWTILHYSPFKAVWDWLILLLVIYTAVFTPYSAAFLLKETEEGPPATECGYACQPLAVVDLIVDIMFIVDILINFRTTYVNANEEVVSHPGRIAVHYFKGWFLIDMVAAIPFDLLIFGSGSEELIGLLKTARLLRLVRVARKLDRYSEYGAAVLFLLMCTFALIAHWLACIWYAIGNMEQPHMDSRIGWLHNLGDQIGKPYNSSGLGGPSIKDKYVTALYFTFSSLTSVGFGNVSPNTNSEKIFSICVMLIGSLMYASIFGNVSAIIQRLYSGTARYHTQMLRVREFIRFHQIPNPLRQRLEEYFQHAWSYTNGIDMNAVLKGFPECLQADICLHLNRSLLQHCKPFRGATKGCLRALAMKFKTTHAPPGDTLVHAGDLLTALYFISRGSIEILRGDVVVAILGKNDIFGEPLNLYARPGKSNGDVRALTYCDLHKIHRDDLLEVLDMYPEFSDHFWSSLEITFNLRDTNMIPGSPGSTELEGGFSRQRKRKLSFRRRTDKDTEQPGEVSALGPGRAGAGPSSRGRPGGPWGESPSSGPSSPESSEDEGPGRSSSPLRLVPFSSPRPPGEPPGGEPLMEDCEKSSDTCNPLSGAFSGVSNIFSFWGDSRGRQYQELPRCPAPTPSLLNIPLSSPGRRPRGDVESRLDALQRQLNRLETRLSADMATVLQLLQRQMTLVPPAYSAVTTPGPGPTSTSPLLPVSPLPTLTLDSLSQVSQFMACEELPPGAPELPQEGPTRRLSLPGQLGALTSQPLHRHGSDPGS
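U2OS cells transduced with wild-type KCNH2 virus are loaded with FluxOr dye for 45 min, and thallium flux is measured in kinetic reads before and after stimulation buffer. Rate constants are normalized to DMSO controls.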
KCNH2 3.1 inh = KCNH2 3.1 (human) potassium channel inhibition; U2OS KCNH2 3.1, thallium flux FluxOr; stronger effect = lower value; activity change, % (tested at about 1.8 µM); 0.95% of 340,000 active;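 active = maximum activity change below -70%; inconclusive = maximum activity change from -70% to -50%; inactive = maximum activity change above -50%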;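 note: thallium influx rate constant from kinetic fluorescence after stimulation buffer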
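Kinetic fluorescence (2 min after stimulation buffer) measures Tl+ influx through KCNH2 3.1 expressed by viral transduction in U2OS cells; the rate constant is normalized against DMSO controls serving as positive and negative references.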
USP2a block = USP2a (human) protease inhibition | O75604 | USP2 core, Ub-CHOP2 coupled fluorogenic reporter, 485/531 | Potency, µM (highest dose often 38.3 µM), for inactives: at the highest dose activity change, negative = inhibition, actives largely listed as inhibitors | 0.01% of 330,000 active | AID 463254;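 note: potency is the fitted concentration of half-maximal effect; plate controls were DMSO wells for no effect and full inhibition by NEM control for full effect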
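Cell-free coupled assay: 10nM USP2 core preincubated 30min RT with compound in Tris-HCl pH 8.0/CaCl2/CHAPS buffer, then 25nM Ub-CHOP2 and 25nM reporter substrate; fluorescence (Ex 485/Em 531) read after 60min RT, normalized to NEM inhibition, concentration-response curves fitted.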
PKM2 act = PKM2 (human) enzyme activation; purified PKM2, Kinase-Glo ATP luminescence, activation; response scale: 0% is enzyme alone, no compound; Potency, µM (doses to about 57.5 µM), for the others: top-dose activation, usual class: activators; 0.34% of 260,000 active; AID 1631; note: potency is the fitted concentration of half-maximal effect; nearly all actives have a fitted effect of over 55% in size
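Purified hPK-M2 (>95%) run at intermediate activity with 0.1 mM ADP and 0.5 mM PEP in 50 mM imidazole pH 7.2, KCl, MgCl2; 1 h room temperature. ATP formed read by Kinase-Glo luminescence; normalized to uninhibited and no-enzyme controls.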
Eya2 inh = blocks the phosphatase activity of human Eya2. 0.006% of 330,000 active. O00167. Potency, µM (doses to about 76.9 µM), without a hit: at the highest dose activity, negative = inhibition, usual class: inhibitors. recombinant Eya2, OMFP fluorescence dephosphorylation (OMFP is methylfluorescein phosphate). AID 488837; note: potency is the fitted concentration of half-maximal effect
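Eya2 protein (added as 0.2 uM solution) was preincubated with compound for 10 min at ambient temperature in 50 mM HEPES pH 7.5, 50 mM NaCl, 5 uM MgCl2, 0.05% BSA, 1 mM DTT. OMFP (added at 50 uM) then reacted 10 min; fluorescence read at 485/525 nm.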
Giardia kill = Giardia lamblia killing; Giardia lamblia trophozoite viability; AID 540267; activity change, % at 7.66 µM, hits read low; 0.15% of 340,000 active; in the data active = activity change below about -80%; inconclusive = between about -30% and that limit;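 note: parasites exposed to compound for two days anaerobically before the ATP read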
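Giardia lamblia trophozoites (100 cells/well) were incubated with compounds for 48 h at 37 deg C under anaerobic conditions. Viability was read as ATP content by one-step luminescence after 15-30 min at room temperature.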
GALK inhibitor = inhibitors of human galactokinase; AID 1868; Purified GALK, Kinase-Glo residual ATP luminescence; 0.007% of 270,000 active; Potency, µM (titrated, usually from 57.5 µM), for the others: at the top dose activity change, negative = inhibition, actives largely listed as inhibitors; note: potency is the fitted concentration of half-maximal effect
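Galactose (100 uM) and ATP (35 uM) were turned over by 5 nM GALK for 1 h at RT. Kinase-Glo Plus then converted the remaining ATP into a luminescent signal.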
Chronic BCR inh = chronic active BCR signaling inhibition | ABC-DLBCL IkBa-CBG/CBR reporter, luminescence ratio, 4 h | Potency, µM (top dose mostly 46.1 µM), for inactives: top-dose ratio change, negative = lower green/red ratio, actives largely listed as inhibitors | 0.05% of 340,000 active | AID 493014; active = well fitted inhibition curve with a large enough effect in the signal ratio, with a control signal flat, not every such curve was filed as active; inconclusive = small, poorly fitted or top-dose-only effect, or effect the other way, or a change in a side signal; the % refers to the signal ratio;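 note: potency is the fitted concentration of half-maximal effect; plate controls were basal doxycycline-induced cells for no effect and cells given 10 µM MG132 for full effect; MG132 reads +100%, hits lower the ratio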
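TMD8 human ABC-DLBCL cells with doxycycline-inducible IκBα–green luciferase fusion and unfused red luciferase, in 0.5% FBS medium; compounds up to 46 uM, 4 h at 37C. Green/red luminescence ratio, filter-overlap corrected, fitted to concentration-response curves.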
B2AR arrestin = beta2AR (human) beta-arrestin recruitment activity | P07550 | beta-arrestin recruitment to beta2AR, cell-based reporter | Potency, µM (top dose mostly 46.1 µM), for inactives: at the highest dose activation, actives largely listed as activators | 0.02% of 330,000 active;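 note: potency is the fitted concentration of half-maximal effect; 0% = DMSO controls and full agonism = EC100 isoproterenol or metaproterenol; nearly all actives have a fitted effect of over 65% in size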
uPA surface inh = inhibitors of cell surface uPA generation; cell surface uPA generation assay, qHTS; Potency, µM (series often up to 38.3 µM), inactives show at the top dose activity change, negative = inhibition, usual class: inhibitors; 0.31% of 330,000 active; active = well fitted inhibition curve with a large enough effect; inconclusive = small, poorly fitted or top-dose-only effect; inactive = no such curve, though single readings can be large or run the other way; tested in mouse RAW 264.7 cells; note: potency is the fitted concentration of half-maximal effect; nearly all actives have a fitted effect of over 55% in size
Starred values were filed as active, the others as inactive; i = inactive; u = inconclusive; x = not tested or not shown; [ ] = remark or other dose. Unless noted, calls come from the whole dose curve; as a rule, active = well fitted curve in the direction sought with a large enough effect; inconclusive = small, poorly fitted or top-dose-only effect, or another doubt; inactive = no such curve, though single readings can be large; an effect the other way counts as inactive or inconclusive. Unless noted, % is set by controls: 0 for no effect and ±100 for the full control effect.

No.	Compound	FBPA coupling cs	KCNH2 WT inh	KCNH2 3.1 inh	USP2a block	PKM2 act	Eya2 inh
1	COC(=O)C(NC(=O)c1ccco1)(Nc1cc(C)ccn1)C(F)(F)F (stereo unspecified)	1	0	13	1%	4%	-23%
2	Clc1cccc(CN2CCN(c3nc4nonc4nc3NC3CC3)CC2)c1	-1	2	4	-2%	-2%	-24%
3	CC(C)Oc1cccc(C(=O)C2CCCN(C(=O)c3ccc4c(c3)OCO4)C2)c1 (stereo unspecified)	2	-9	2	2%	2%	-8%
4	COc1cccc(NC(=O)CN(C)C(=O)c2cc(-c3ccccc3)nc3ccccc23)c1	x	-3	-1	2%	x	-3%
5	Cc1ccc(NC(=O)COC(=O)CCC2CCCC2)cc1S(=O)(=O)N1CCOCC1	x	5	8	-1%	x	-3%
6	CCOC(=O)CNC(=O)CSc1nnc(NC(=O)c2ccc(C)cc2)s1	-1	0	-2	1%	-2%	3%
7	CC(=O)c1cn(C)c(=O)[nH]c1=O	2	-1	11	4%	-7%	4%
8	O=C(N/N=C/c1ccccn1)c1ccc2nc[nH]c2c1	1	-5	2	13%	0%	u

No.	Giardia kill	GALK inhibitor	Chronic BCR inh	B2AR arrestin	uPA surface inh
1	7	0%	-7%	0.2%	-2%
2	10	5%	u	0.5%	9%
3	-17	8%	-3%	-0.9%	-1%
4	-1	x	0%	-0.3%	6%
5	-6	x	-2%	-0.3%	0%
6	-87*	-2%	1%	0.1%	-15%
7	-11	-1%	7%	-0.7%	4%
8	21	-4%	4%	-0.8%	1%

The list continues.
No.	Compound	FBPA coupling cs	KCNH2 WT inh	KCNH2 3.1 inh	USP2a block	PKM2 act	Eya2 inh
9	CC(C)CCN1CCN(Cc2cnc(N3CCCC3)s2)CC1CCO (stereo unspecified)	-3	-8	-14	0%	0%	0%
10	CCc1nnc(NC(=O)CSc2nc3cc(OC)ccc3cc2C)s1	3	1	-5	0%	2%	-10%
11	O=C1OCCN1C(=O)[C@H]1[C@H](c2ccccc2)C(c2ccccc2)=NN1c1ccc(Br)cc1	-5	-10	-21	3%	x	6%
12	Oc1ccc(C[C@@H]2CNCCN2CCc2cccc(F)c2)cc1	x	24	-24	2%	x	19%
13	CCCCn1c(N)c(N(CCC(C)C)C(=O)COC(=O)c2sccc2C)c(=O)[nH]c1=O	x	-3	12	4%	x	16%
14	Cc1ccc(C(=O)NCCN2CCN(C(=O)c3ccc(C)c(C)c3)CC2)cc1C	5	19	-6	1%	-7%	6%
15	CCc1ccc(NC(=S)N2CCN(S(=O)(=O)c3ccccc3)CC2)cc1	x	-4	2	0%	1%	-5%
16	OCCc1c[nH]c2ccccc12	1	1	-3	-2%	-3%	-19%

No.	Giardia kill	GALK inhibitor	Chronic BCR inh	B2AR arrestin	uPA surface inh
9	30[activator]	-2%	-10%	-0.5%	-9%
10	14	-1%	7%	-0.3%	2%
11	4	x	9%	-0.4%	13%
12	4	x	-11%	-1.0%	-11%
13	9	x	1%	-0.1%	5%
14	4	-5%	-1%	-1.0%	-4%
15	8	-5%	0%	-0.3%	1%
16	-9	x	-3%	0.0%	-5%

Next structures.
No.	Compound	FBPA coupling cs	KCNH2 WT inh	KCNH2 3.1 inh	USP2a block	PKM2 act	Eya2 inh
17	O=C(c1ccc(COc2c(F)c(F)cc(F)c2F)o1)N1CCN(c2ccccc2)CC1	-1	-4	-3	2%	-3%	-3%
18	O=C(O)CCn1c(O)c(C=C2N=c3ccccc3=N2)sc1=S	5	-6	4	2%	-7%	-27%
19	CCOC(=O)CNC(=S)SC	0	-1	2	0%	0%	3%
20	O=C(N/N=C/c1cccc(O)c1)c1cc(-c2ccc3c(c2)OCO3)n[nH]1	5	-6	-5	3%	-2%	-14%
21	CN(C)CCCN1C(=O)C(=O)/C(=C(/O)c2ccc3c(c2)OCCO3)C1c1ccco1 (stereo unspecified)	-1	x	x	-1%	-1%	6%
22	Cn1cccc1CC(=O)NNC(=S)Nc1ccc(F)cc1	1	i	-8	2%	-4%	4%
23	CC(C)C[C@@H](CN=[N+]=[N-])N1CCN(Cc2ccccc2)CCC1=O	5	2	-2	3%	-2%	-14%
24	CCOC(=O)c1sc(=NC(=O)c2ccc(S(=O)(=O)N(C)c3ccccc3)cc2)n(C)c1C	2	-12	7	7%	-1%	11%

No.	Giardia kill	GALK inhibitor	Chronic BCR inh	B2AR arrestin	uPA surface inh
17	-7	-3%	0%	-0.5%	4%
18	19	-2%	u	-0.4%	u
19	11	0%	-4%	-0.1%	1%
20	3	-1%	u	-0.3%	-12%
21	x	4%	2%	0.0%	x
22	-9	2%	-1%	-0.5%	-4%
23	16	x	-1%	0.4%	6%
24	17	0%	u	10%	-1%

More compounds.
No.	Compound	FBPA coupling cs	KCNH2 WT inh	KCNH2 3.1 inh	USP2a block	PKM2 act	Eya2 inh
25	COc1ccc(C(=O)O/N=C(\C)c2nccs2)cc1	-2	-1	-12	2%	-11%	12%
26	COc1ccc(Nc2ncc(C(=O)N3CCC(C(N)=O)CC3)c3ccccc23)cc1	-1	-6	-8	2%	1%	-12%
27	COc1cc(C2SCC(=O)N2Cc2ccccc2)ccc1O (stereo unspecified)	6	-6	12	3%	x	-1%
28	CCOC(=O)c1c(-c2ccc(OC)cc2)oc2ccc(O)cc12	4	1	-9	0%	x	-6%
29	Cc1c(S(=O)(=O)NCCc2ccccc2)c(=O)n(C)c(=O)n1C	3	-100*	-5	-12%	4%	16%
30	O=C(c1ccc(-n2cnnn2)cc1)N(C1CCCCC1)C1CCCCC1	-1	-12	-2	10%	7%	-7%
31	O=C(COC(=O)C12CC3CC(CC(O)(C3)C1)C2)NC(=O)NCc1ccco1	2	-2	1	-4%	7%	1%
32	CCc1c(C)nc2[nH]nc(-c3ccccc3)n2c1=O	-19	-4	19	2%	-22%	-3%

No.	Giardia kill	GALK inhibitor	Chronic BCR inh	B2AR arrestin	uPA surface inh
25	13	10%	7%	-0.2%	0%
26	3	x	-13%	-0.1%	4%
27	-12	1%	0%	-0.1%	-2%
28	19	-3%	4%	0.2%	7%
29	-3	2%	-1%	0.1%	2%
30	9	2%	1%	0.0%	2%
31	-4	8%	-4%	-0.3%	8%
32	9	3%	u	0.9%	-1%

Remaining list, next part.
No.	Compound	FBPA coupling cs	KCNH2 WT inh	KCNH2 3.1 inh	USP2a block	PKM2 act	Eya2 inh
33	CS(=O)(=O)Nc1ccccc1C(=O)N1CCOCC1	1	11	21	x	0%	x
34	CCCc1nc2ccccc2c(C(=O)O)c1CC	-5	3	3	2%	-1%	11%
35	NC(=O)c1ccccc1NS(=O)(=O)Cc1ccccc1	1	3	-8	0%	-24%	3%[15.4 µM]
36	Cn1cccc1C(=O)NCC1CCCCC1	0	3	-17	1%	-1%	-12%
37	Cc1nn(C)c(C)c1NC(=O)COc1ccc(Cl)cc1Br	x	-8	-6	2%	x	8%
38	CC(=O)Oc1cccc(N2C(=O)c3ccccc3C2=O)c1	0	26	21	-1%	-6%	-4%
39	Cc1ccc(C2=[N+]([O-])C3(CCCCC/C3=N\O)N(O)C2(C)C)o1 (stereo unspecified)	1	-5	-22	2%	0%	16%
40	CC1CN(C(=S)Nc2ccccc2C(F)(F)F)CC(C)O1 (stereo unspecified)	0	14	x	-2%	-15%	5%
41	N=c1c2c3c(sc2ncn1Nc1ccccc1)CCC3	5	-6	21	1%	0%	-9%
42	CCOC(=O)NC(=O)CSc1nnc(C2CC2)n1Cc1ccco1	-2	-14	-29	3%	0%	-16%
43	O=C(CSc1ncccc1-c1nc2ccccc2[nH]1)NC1CC1	1	7	18	5%	-1%	3%

No.	Giardia kill	GALK inhibitor	Chronic BCR inh	B2AR arrestin	uPA surface inh
33	-4	0%	x	x	-2%
34	-20	-3%	1%	-0.4%	4%
35	7	0%	0%	0.3%	2%
36	-2	3%	-5%	0.2%	-3%
37	13	x	1%	-0.9%	u
38	-16	3%	10%	-0.9%	-1%
39	1	-1%	1%	-0.3%	1%
40	5	5%	7%	-0.3%	-1%
41	21	4%	u	-0.4%	-5%
42	10	11%	-1%	-0.1%	6%
43	25	6%	u	4.0%	x
